CHRM4 PAM: positive allosteric modulators of human muscarinic M4 receptor; AID 624126; CHO-K1 hM4/Gqi5, Fluo-8 calcium fluorescence, ACh EC20; 0% = ACh EC20, 100% = maximal ACh; P08173; activation, % at 3 µM; actives 0.4% (n = 360,000);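 active = activation above its plate's cutoff, the mean activation of sample wells plus 3 SD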; note: some results filed as inactive read as strong as hits
Target sequence (P08173 whole entry, looked up): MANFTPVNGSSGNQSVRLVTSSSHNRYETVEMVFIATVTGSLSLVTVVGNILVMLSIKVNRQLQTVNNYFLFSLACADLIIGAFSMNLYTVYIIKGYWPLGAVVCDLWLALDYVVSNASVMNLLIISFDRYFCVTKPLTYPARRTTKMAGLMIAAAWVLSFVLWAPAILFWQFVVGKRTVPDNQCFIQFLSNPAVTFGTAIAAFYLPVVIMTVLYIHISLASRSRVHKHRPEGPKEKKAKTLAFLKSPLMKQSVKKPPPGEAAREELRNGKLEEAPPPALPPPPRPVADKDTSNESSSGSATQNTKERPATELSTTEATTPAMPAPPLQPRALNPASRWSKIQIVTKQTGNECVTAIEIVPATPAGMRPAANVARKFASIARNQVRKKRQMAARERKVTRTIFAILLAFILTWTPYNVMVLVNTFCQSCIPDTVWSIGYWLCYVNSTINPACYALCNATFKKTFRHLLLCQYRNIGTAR
CRFBP-R2 block: CRF-BP/CRF-R2 complex antagonism. inhibition, % at 11.8 µM. HEK293 CRF-R2/CRF-BP, CRF-induced calcium fluorescence. actives 0.59% (n = 350,000);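 active = inhibition of the ligand-induced calcium signal above about 50% at the single tested concentration, limit read from the data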
CRFBP-R2 agonist: agonists of human CRF-binding protein/CRF-R2 receptor complex; actives 0.46% (n = 350,000); HEK293 CRF-R2/CRF-BP, calcium dye fluorescence (FLIPR); percent of saturating CRF peptide response; activation, % at 13.2 µM;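 active = activation of at least 50%, plus an integration ratio under a set limit after plate pattern correction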;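 note: plate controls were neutral control wells without compound for no effect and CRF at EC100 for full effect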
IDE cell inh: inhibitors of human insulin-degrading enzyme in cells; P14735; AID 434962; inhibition, % at 5.59 µM; HEK cells, FAbetaB cleavage, fluorescence polarization; actives 0.41% (n = 320,000);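 active = percent inhibition above the average of all tested compounds plus 3 SD, set per screening campaign, cut at about 16% in these data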;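 note: IDE supplied by intact live HEK cells; FP after avidin binding of uncleaved biotin substrate so inhibition keeps polarization high; 0% = DMSO wells and 100% = 60 µM reference IDE inhibitor Ii1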
p-CIP stab down: lowers stability of the mouse p/CIP coactivator protein. F442A p/CIP-EGFP cells, EGFP fluorescence, 16 h. decrease of EGFP signal, % at 10 µM. actives 0.01% (n = 290,000). AID 1984;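 active = EGFP signal decrease of at least 30% at 10 µM or well 3 SD below plate mean, unless failing retest; inactive = the rest, including hits failing retest or dose response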; note: some compounds called inactive have numbers as strong as hits; many of its hits are not listed in these tables
MEKK3 PB1 HTS: raises or lowers MEK5 binding to the human MEKK3 PB1 domain. binding response (% of control), % at 10 µM. actives 1.4% (n = 290,000). Q99759. AID 1529. bead-based flow cytometry, Alexa488-MEK5 binding to MEKK3; actives lie on both sides; 0 = blocked by unlabeled MEK5, 100 = vehicle;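 active = binding response more than 3 SD above or below the average of its plate-row segment, actives on both sides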;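 note: Alexa488 bead fluorescence after subtracting the streptavidin-only scavenger bead signal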
PHOSPHO1 inh: inhibitors of human PHOSPHO1 phosphatase; Q8TCT1; recombinant PHOSPHO1, absorbance phosphatase assay; inhibition, % at 13.3 µM; actives 1.1% (n = 290,000); in the data active = inhibition above about 60%
Target sequence (Q8TCT1 whole entry, looked up): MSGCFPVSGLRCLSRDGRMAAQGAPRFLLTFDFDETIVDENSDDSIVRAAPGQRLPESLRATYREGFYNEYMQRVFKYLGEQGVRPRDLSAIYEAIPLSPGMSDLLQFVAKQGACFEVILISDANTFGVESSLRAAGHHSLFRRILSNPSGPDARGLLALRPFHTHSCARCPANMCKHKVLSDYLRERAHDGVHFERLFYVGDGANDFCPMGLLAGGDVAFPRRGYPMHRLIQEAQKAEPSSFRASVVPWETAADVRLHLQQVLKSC
GalR3 antag: human GalR3 antagonism. HEK293 GalR3-CNG cAMP membrane potential fluorescence; galR3 body fused to GalR1 C-terminus. AID 651719. actives 0.44% (n = 360,000). inhibition, % at 3 µM. O60755;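 active = inhibition above the screen-wide average plus 3 SD, cut at about 13% in these data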;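 note: forskolin and galanin both at EC90 stimulate the cells; cAMP rise reported by CNG channel membrane potential dye signal; 0% = forskolin plus galanin with DMSO and 100% = forskolin alone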
Target sequence (O60755 1-299 limits assumed): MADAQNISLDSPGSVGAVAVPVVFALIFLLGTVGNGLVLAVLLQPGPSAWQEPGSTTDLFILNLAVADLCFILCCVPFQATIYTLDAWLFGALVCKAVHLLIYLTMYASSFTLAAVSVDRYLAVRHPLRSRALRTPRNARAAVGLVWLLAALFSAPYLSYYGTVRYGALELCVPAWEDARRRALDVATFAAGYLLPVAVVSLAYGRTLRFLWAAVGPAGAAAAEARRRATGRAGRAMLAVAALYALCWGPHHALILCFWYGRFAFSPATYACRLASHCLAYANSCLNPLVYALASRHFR
IDE act: activators of human insulin-degrading enzyme in cells; actives 0.073% (n = 340,000); P14735; AID 493087; activation, % at 5.96 µM; HEK cells, FAbeta-B cleavage, fluorescence polarization; 0% vehicle, 100% cell-free pure enzyme wells;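 active = activation above the mean of all tested compounds plus 3 SD, set per screening campaign, cut at about 17% in these data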
An asterisk follows results filed as active; . = no result given; [ ] = another dose, or the depositor's remark. Random draw from the library. About 4.2% of those tested had a hit in this group.

SMILES	CHRM4 PAM	CRFBP-R2 block	CRFBP-R2 agonist	IDE cell inh	p-CIP stab down	MEKK3 PB1 HTS	PHOSPHO1 inh	GalR3 antag	IDE act
O=C(COC(=O)c1n[nH]c2ccccc12)c1ccc(F)c(F)c1	10	-14	-0.7	3	.	.	.	-2	9
O=C(Nc1ncc2c(n1)-c1ccccc1CC2)c1ccc(F)cc1	5	-14	-3.3	5	-8	103	16	-6	4
Cc1cccc(NCc2cc(Cl)ccc2O)n1	4	5	-0.8	0	8	82*[inhibitor]	-7	-7	-1
COc1ccc(Cl)cc1NC(=O)COC(=O)CNC(=O)C1CCCCC1	1	-13	-2.5	0	.	.	.	-4	4
CCOC(=O)Cc1csc(SCC(=O)Nc2sc3c(c2C(N)=O)CCC3)n1	-24	-9	0.1	-3	-13	89	34	4	-4
O=C(CN1CCc2ccccc21)Nc1ccc2c(c1)OCCCO2	6	0	0.6	4	.	.	.	-5	13
COc1ccc(N2CCN(CCCNC(=O)CCC(=O)N3CCOc4ccc(Cl)cc43)CC2)cc1	-5	3	-1.3	1	-7	101	49	-1	2
O=C(NC1CCCCC1)c1cc(Cl)nc2ccccc12	8	0	1.7	0	6	105	5	-5	4
Cc1nnc(SCC(=O)Nc2ccc(Br)cn2)[nH]c1=O	19	14	0.3	1	-1	96	11	-1	-2
N#Cc1nc(-c2ccc(OCc3ccccc3)cc2)oc1NCCCN1CCOCC1	-4	-12	0.7	2	13	96	-1	11	2
Cc1ccc(CS(=O)(=O)c2cn(CC(=O)Nc3ccon3)c3ccccc23)cc1	3	4	-1.0	1	.	.	.	-1	1
COc1cc(C2NC(=O)NC(C)=C2C(=O)OC2CCCC(C)C2)ccc1O (stereo unspecified)	5	7	-1.0	8	-1	104	-2	-4	-12
O=C(NCc1ccc(OC(F)(F)F)cc1)C1CC2Cn3c(nc4ccccc43)C2N1c1ccccc1 (stereo unspecified)	-2	1	-0.3	-7	-1	107	20	-7	8
COc1ccc(S(=O)(=O)N(C)C[C@H]2Oc3ccc(NS(=O)(=O)c4ccccc4)cc3CC(=O)N([C@H](C)CO)C[C@@H]2C)cc1	8	-6	2.4	2	.	.	.	3	-2
C=C1N(c2cccc(Cl)c2)C(=O)OC1(C)C	2	7	-0.8	-1	-14	96	40	0	2
CCCc1nc(SCc2ccc(OCC)cc2)n[nH]1	-1	8	-0.2	7	-6	103	6	-2	-2
CS(=O)(=O)N(CC(=O)N1CCc2ccccc2C1)c1ccc2c(c1)OCO2	-7	-8	1.5	4	-17	89	29	12	4
COCCCn1nnnc1SCC(=O)Nc1nc2ccccc2s1	3	-14	2.0	2	0	101	37	-9	-3
CCCC(=O)NCCc1nc2ccccc2n1C	6	8	-1.6	1	12	109	9	-2	-1
S=c1[nH]ccc2ccccc12	2	23	-1.1	.	.	.	.	-2	2
O=C(Nc1ccc2nc3n(c(=O)c2c1)CCCCC3)C(=O)N1CCN(c2ccccc2F)CC1	11	-3	-0.1	1	-10	100	14	1	8
O=S(=O)(/C=C/c1ccccc1)N1CCN(Cc2ccccc2)CC1	0	-1	-1.9	5	-12	106	32	-2	5
COc1ccc(NC(=O)Nc2ccc(N3CCCC3=O)cc2)cc1OC	4	2	0.4	1	-3	91	-34	-4	-3
Cc1ccccc1NC(=S)NC(NC(=O)N(C)C)C(Cl)(Cl)Cl (stereo unspecified)	-7	9	2.5	-1	0	112	12	-4	-3
CCc1cc2c(cc3c(=O)n(CC(=O)NCCCN4CC(C)CC(C)C4)ncn32)s1 (stereo unspecified)	3	46	-1.4	.	6	111	-3	.	7
O=C(COC(=O)c1cc(=O)[nH]c(=O)[nH]1)Nc1ccccc1F	-1	-1	0.4	0	.	.	.	-2	1
Cc1nnc(NC(=O)C2CCCN2S(=O)(=O)c2ccc(Cl)cc2)s1 (stereo unspecified)	0	-19	1.0	4	-2	101	9	-3	2
CC(=O)Nc1ccc(S(=O)(=O)NCCC(=O)NNC(=O)c2ccncc2)cc1	9	0	-1.4	4	.	.	.	-2	0
Cc1csc(NC(=O)Cc2ccccc2[N+](=O)[O-])n1	4	-128	208*	3	7	101	-7	0	1
c1ccc(CSc2ccc3nnc(-c4ccccn4)n3n2)cc1	-11	-4	-0.4	2	3	90	-12	-3	-5
COc1ccc(-c2noc(-c3ccoc3C)n2)cc1	8	-4	2.1	0	7	90	26	0	5
O=c1[nH]ncc(N/N=C/c2ccccc2)c1Cl	5	-9	-4.1	3	-5	103	7	-6	1
COc1ccccc1C(CNc1ncnc2sc(C)c(C)c12)N(C)C (stereo unspecified)	-15	3	0.2	-6	1	106	32	-10	-3
CC(C)Cc1nnc(NC(=O)c2cccc(S(=O)(=O)N3CCOCC3)c2)s1	3	-5	-0.3	10	.	.	.	-6	2
Cn1c(=O)oc2cc(NC(=O)CCl)ccc21	-3	8	0.5	3	-6	111	39	0	3
CC1(C)CC2CC(C)(CN2S(=O)(=O)c2ccccc2[N+](=O)[O-])C1 (stereo unspecified)	-1	13	-0.8	0	.	.	.	-2	1
CC(c1cccs1)N(C)Cc1nc(CCc2ccccc2)no1 (stereo unspecified)	3	4	-0.1	-5	-8	99	31	-4	2
Cc1ccccc1N=C1c2cc([N+](=O)[O-])ccc2-c2ncccc21	9	1	-0.7	9	-10	97	4	-2	12
C(=N\Nc1ccc2nncn2n1)/c1ccccn1	1	-15	-0.1	-1	-7	95	52	0	.
C#CCOCCOCCOCCNc1nc(N2CCOCC2)nc(N2CCN(C(=O)CCCCCCCCCCNC(=O)[C@@H]([C@H](C)O)n3cc(C)nn3)CC2)n1	8	7	-3.3	3	.	.	.	-5	2
COc1ccc(COC(=O)Nc2cc3c(C(F)(F)F)nn(C)c3s2)cc1	1	6	-0.7	1	10	103	35	1	1
COc1ccc(-c2nc(NC(=O)c3ccco3)sc2C)cc1	8	4	-0.7	.	.	.	.	-1	.
CSc1ccccc1NC(=O)Cn1c([N+](=O)[O-])cnc1C	-4	-2	-1.0	3	-1	100	32	-12	3
COC(=O)N/N=C(/c1ccccc1)C1CCCCC1	.	.	.	0	-7	104	36	.	.
COc1cc(C(=O)C(O)c2ccc(O)c(OC)c2)ccc1O (stereo unspecified)	9	-23	-0.9	.	.	.	.	-4	3
O=C(CCSC1=NCCCN1)c1ccc(F)cc1	-1	23	-4.2	.	.	.	.	-3	-2
Cc1ccc(CNC(=O)CCC(=O)Nc2nnc(C(C)C)s2)cc1	4	2	0.0	-5	14	103	24	-5	6
COc1ccc(NC(=O)CSc2nnc3c4c(nc(-c5ccccc5)n23)CC(C)(C)OC4)cc1	-1	4	3.7	9	1	105	-9	-2	-3
COc1ccc(/C=C/C(=O)N2CC(C)OC(C)C2)cc1OC (stereo unspecified)	-4	8	-1.9	1	9	103	41	-3	1
O=C(Nc1ccc(N2CCOCC2)cc1N1CCOCC1)c1ncoc1-c1cccc(F)c1	3	-7	-2.5	-1	9	103	42	-2	3
C/C(=N\NC(=O)c1cccc(N/N=C(\C)c2cc(O)ccc2O)c1)c1cc(O)ccc1O	-6	-1	4.8	-1	-2	96	-116	-4	4
CC(NC(=O)COC(=O)C1CCCCC1)c1ccccc1 (stereo unspecified)	4	-3	-11	8	.	.	.	-5	5
COc1ccc(OC)c(S(=O)(=O)Nc2cc3c4c(c2)CC(=O)N4CCC3)c1	1	6	-2.0	5	.	.	.	1	2
Cc1ccc(C(=O)COC(=O)c2cccc(O)c2)s1	10	6	-1.5	.	.	.	.	-4	3
Cc1ccc(-n2cc(CN(C)CCc3cn[nH]c3)c(-c3cccc(C)c3)n2)cc1	10	-81	0.2	3	4	100	41	-2	2
COc1cc(CNc2cccc(C(=O)O)c2)cc(Br)c1OCC(=O)NC(C)(C)C	5	16	-1.1	-1	-35	88	3	-1	11
Cc1cc(C)n(S(=O)(=O)c2cc(C(=O)O)c(Cl)cc2Cl)n1	7	-6	0.6	3	-3	89	20	-9	-1
Cc1nn(CC(=O)N2CCN(c3ccccc3)CC2)c(=O)c2cccn12	0	-11	-0.8	-2	5	101	23	.	1
COc1ccc(NC(=O)C2CC(=O)n3ncnc3N2)cc1 (stereo unspecified)	-4	-15	-0.8	-5	7	95	4	-7	6
c1ccc(-c2nc3c4ccccc4ccn3c2CN2CCCCC2)cc1	-11	-30	1.0	4	-10	115	18	9	5

Reformatted with values under each structure: part of the list above.
Results follow in this order: CHRM4 PAM | CRFBP-R2 block | CRFBP-R2 agonist | IDE cell inh | p-CIP stab down | MEKK3 PB1 HTS | PHOSPHO1 inh | GalR3 antag | IDE act
COc1ccc(-c2nc(NC(=O)c3ccco3)sc2C)cc1
  8 | 4 | -0.7 | . | . | . | . | -1 | .
c1ccc(-c2nc3c4ccccc4ccn3c2CN2CCCCC2)cc1
  -11 | -30 | 1.0 | 4 | -10 | 115 | 18 | 9 | 5
COc1ccc(NC(=O)CSc2nnc3c4c(nc(-c5ccccc5)n23)CC(C)(C)OC4)cc1
  -1 | 4 | 3.7 | 9 | 1 | 105 | -9 | -2 | -3
C/C(=N\NC(=O)c1cccc(N/N=C(\C)c2cc(O)ccc2O)c1)c1cc(O)ccc1O
  -6 | -1 | 4.8 | -1 | -2 | 96 | -116 | -4 | 4

(listing goes on)
SMILES	CHRM4 PAM	CRFBP-R2 block	CRFBP-R2 agonist	IDE cell inh	p-CIP stab down	MEKK3 PB1 HTS	PHOSPHO1 inh	GalR3 antag	IDE act
Cc1cc(C)cc(OCC(=O)N2N=C(c3cccnc3)CC2(O)C(F)(F)F)c1 (stereo unspecified)	-3	-8	-0.1	-7	-12	97	-5	-2	4
Cc1ccc(/C=N/Nc2cn[nH]c(=O)n2)o1	0	0	-0.4	0	-9	106	20	1	7
Cc1ccc(S(=O)(=O)N2CCC(C(=O)NCCc3ccccc3)CC2)cc1	4	-21	1.1	6	3	103	16	-4	-4
CC1CCCN(C(=O)c2cc3ccccc3cc2O)C1 (stereo unspecified)	1	-6	0.5	-2	5	99	29	-1	2
COc1ccc2nc(Nc3nc(-c4ccncc4)cs3)sc2c1	-1	-10	2.0	3	-5	104	48	-6	0
O=C(CSc1nnc2n1CCCN2)c1ccc(Cl)cc1	4	-5	-3.6	8	0	98	12	-5	-1
Cc1ccc(S(=O)(=O)NCc2ccc(C(=O)NCc3cccnc3)cc2)cc1	.	.	.	9	-18	88	16	.	.
O=C(CCl)Nc1cc(S(=O)(=O)N2CCCCCC2)ccc1Cl	4	18	3.0	-4	-2	130*	-7	1	7
COc1ccc(N(CC(O)CN2CCOCC2)S(=O)(=O)c2ccccc2)cc1 (stereo unspecified)	5	10	-0.2	4	-4	101	8	-8	4
O=C(COc1ccccc1C(=O)c1cnn(-c2ccccc2)c1)Nc1ccc2ccccc2c1	0	141*	15	3	8	107	-4	-3	4
COc1cc(OC)cc(-c2cc3nc(C)c(CCC(=O)NCc4ccccc4)c(C)n3n2)c1	16	11	-5.0	-1	0	92	-1	-6	-7
CN(Cc1ccccc1)c1nc2c(c(=O)[nH]c(=O)n2C)n1CCCSc1ncccn1	-3	-20	-2.8	4	-4	99	3	-1	3
COc1ccc(C(=O)CSc2nnc(NC(=O)C3CC(=O)N(c4cccc(OC)c4)C3)s2)cc1 (stereo unspecified)	-1	4	0.0	-1	3	104	6	-2	5
N#Cc1c(Cl)nsc1NN	-17	29	0.1	-2	-8	93	40	-4	3
Cc1ccc2cc(CCNC(=O)c3ccc4c(c3)OCO4)c(=O)[nH]c2c1	-1	-21	-0.7	-1	0	99	-6	3	-2
CCOC(=O)Nc1ccc(OC)cc1S(=O)(=O)N1CCCCC1	5	-5	1.1	-2	-5	93	-7	-2	2
